Screens as filed in PubChem.
KLK5 inh: inhibitors of human kallikrein 5; Q9Y337; recombinant hK5, fluorogenic AMC substrate cleavage; inhibition, % at 5 µM; hit rate 0.59% among 210,000; AID 873;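 active means inhibition of 40% or more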;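 further: 0% = enzyme controls without compound and 100% = no-enzyme blanks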
PERK inh: human PERK inhibition, primary cell-based screen. hit rate 0.17% among 220,000. Q9NZJ5. CHO PERK-DD fusion, SEAP luminescence translation reporter. inhibition, % at 5.6 µM. AID 1416;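 active means inhibition above the mean inhibition of all tested compounds plus 3 SD, set separately per screening campaign, cut at about 2.9% in these data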;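 further: PERK kinase domain activated by AP20187 dimerizer at 100 nM; 0% = DMSO with dimerizer and 100% = rapamycin at 8.4 µM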
Target sequence (Q9NZJ5 whole entry, looked up, the tested form may be a part): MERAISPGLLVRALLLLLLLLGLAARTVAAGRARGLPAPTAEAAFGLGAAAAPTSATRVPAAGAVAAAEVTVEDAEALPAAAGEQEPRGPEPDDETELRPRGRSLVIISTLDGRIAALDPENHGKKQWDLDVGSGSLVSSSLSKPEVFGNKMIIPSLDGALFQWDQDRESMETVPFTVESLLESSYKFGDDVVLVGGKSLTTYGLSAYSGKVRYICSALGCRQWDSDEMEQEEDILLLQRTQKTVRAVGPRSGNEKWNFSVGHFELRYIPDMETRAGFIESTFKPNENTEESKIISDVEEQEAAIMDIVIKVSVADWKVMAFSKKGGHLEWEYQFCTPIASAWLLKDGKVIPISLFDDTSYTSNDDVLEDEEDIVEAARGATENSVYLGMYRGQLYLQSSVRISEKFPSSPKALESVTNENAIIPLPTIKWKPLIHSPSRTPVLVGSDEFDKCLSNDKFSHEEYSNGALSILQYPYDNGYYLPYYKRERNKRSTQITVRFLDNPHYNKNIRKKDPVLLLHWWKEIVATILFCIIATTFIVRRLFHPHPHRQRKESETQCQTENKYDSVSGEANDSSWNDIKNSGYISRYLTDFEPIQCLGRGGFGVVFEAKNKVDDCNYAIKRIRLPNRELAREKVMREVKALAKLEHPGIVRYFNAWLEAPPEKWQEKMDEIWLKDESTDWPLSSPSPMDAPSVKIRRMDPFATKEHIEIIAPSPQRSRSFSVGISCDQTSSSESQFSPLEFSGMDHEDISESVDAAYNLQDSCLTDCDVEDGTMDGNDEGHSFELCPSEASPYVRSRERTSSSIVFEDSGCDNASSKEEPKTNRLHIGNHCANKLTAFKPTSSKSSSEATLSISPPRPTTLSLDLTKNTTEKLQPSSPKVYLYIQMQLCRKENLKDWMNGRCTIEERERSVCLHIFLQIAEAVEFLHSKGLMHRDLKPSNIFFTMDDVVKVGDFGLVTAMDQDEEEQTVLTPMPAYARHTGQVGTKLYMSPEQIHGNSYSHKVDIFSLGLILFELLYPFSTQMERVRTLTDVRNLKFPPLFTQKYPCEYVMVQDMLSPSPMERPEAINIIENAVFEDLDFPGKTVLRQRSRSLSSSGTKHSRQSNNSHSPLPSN
Wee1 degr inh: inhibitors of human Wee1 degradation | P30291 | HeLa Luc-Wee1K328M stability, luciferase luminescence; 100% = proteasome inhibitor MG132 effect | reporter increase, % at 5 µM | hit rate 1.2% among 220,000 | AID 1321;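 active means activation above the mean of all tested compounds plus 3 SD, set per screening run, cut at about 8.8% in these data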;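 further: cells exposed to compound for 20 h before luminescence read; 0% = DMSO alone and 100% = MG132 at 30 µM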
FXIa inh 1536: inhibitors of human coagulation factor XIa. P03951. purified FXIa, Boc-Glu-Ala-Arg-AMC fluorogenic substrate. inhibition, % at 5 µM. hit rate 0.14% among 220,000. AID 798;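 active means inhibition of at least 40%; inactive means inhibition below 40%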;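 further: fluorescence of freed AMC excited at 355 nm; 0% = enzyme without compound and 100% = no enzyme blank; many of its hits are not listed in these tables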
FXIIa inh 1536: factor XIIa (human) inhibition; purified FXIIa, Boc-QGR-AMC fluorogenic substrate, 2 h; hit rate 0.3% among 220,000; inhibition, % at 5 µM; P00748; in the data active means inhibition above about 40%;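 further: 0% = enzyme with no compound and 100% = blank without enzyme; many of its hits are not listed in these tables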
Cl transport mod: KCC2 (human) Cl- transport modulation; KCC2 cells, thallium flux FluoZin-2 fluorescence; B-score of Tl+ flux slope (higher = more flux/activation; lower = inhibition) at 10 µM; Q9H2X9; AID 1456; hit rate 2.2% among 190,000;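 active means thallium flux slope and its plate-corrected score both differing from the plate sample mean at a set confidence after two filtering rounds, in either direction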;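 further: slope of fluorescence scaled to starting intensity during 10 to 20 s after thallium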
p97 inhibitor: inhibitors of human p97 ATPase; P55072; recombinant p97 ATPase, Kinase-Glo ATP luminescence, 3 h; inhibition, % at 8 µM; hit rate 0.42% among 220,000; in the data active means inhibition above about 15%;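 further: 0% = DMSO vehicle and 100% = wells lacking enzyme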
Thrombin inh: inhibitors of human thrombin | P00734 | inhibition, % at 5 µM | alpha-thrombin, Boc-VPR-AMC fluorogenic substrate cleavage | hit rate 0.26% among 220,000;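 active means inhibition at or above 40%; inactive means inhibition below 40%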;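 further: 0% = enzyme with no compound and 100% = wells without enzyme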
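signal = AMC fluorescence, 355/460 nm | material = human alpha-thrombin enzyme | control set = enzyme without compound as high, wells lacking enzyme as low | times = reaction at room temperature | read-out basis = percent inhibition scaled between no-compound controls and no-enzyme blanks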
Furin inhibitor: blocks human furin protease activity; purified furin, fluorogenic substrate cleavage; inhibition, % at 30 µM; hit rate 0.061% among 220,000; AID 463115; in the data active means inhibition above about 25%; further: inactives centre near -15
The depositor's hits bear a star; . = not tested or not shown; [ ] = another dose, or the depositor's remark.

molecule	FXIIa inh 1536	PERK inh	Furin inhibitor	Thrombin inh	p97 inhibitor	Wee1 degr inh	FXIa inh 1536	KLK5 inh	Cl transport mod
Cc1cccc(OCCCC(=O)Nc2ccc(S(N)(=O)=O)cc2)c1C	13	2.2	-16	-1	5	2	2	-21	1.5
O=C(O)COc1c(F)c(F)c(C(F)(F)F)c(F)c1F	8	.	.	-4	.	.	1	0	.
O=C(O)C1CCC(=O)N1C1c2ccccc2Oc2ccccc21 (stereo not drawn)	18	0.2	-7	-4	-3	-1	5	-9	-0.23
Cc1cc(C)nc(-n2nc(C)c(Br)c2Nc2ccc(Br)cc2)n1	5	-0.9	-10[20 µM]	-2	-5	-2	-10	-1	0.52
Cc1ccc(OCCNS(=O)(=O)c2ccc(N3CCCC3=O)cc2)cc1C	5	-0.9	-11[20 µM]	3	0	2	-5	-12	-0.43
O=C(O)Cc1csc(Nc2cccc(Cl)c2)n1	11	1.0	-14	3	2	0	7	-3	1.3
COCCCn1c(SCC(=O)Nc2ccc(C)cc2)nc2ccccc2c1=O	2	0.5	-18	-7	6	-3	-3	-6	.
CCCC12CN3CCN(CC(C3)/C1=N\NC(=O)c1ccccc1N)C2	6	0.2	-18	-4	0	3	2	-26	1.2
CC(=O)c1cccc(S(=O)(=O)N2CCCC(c3nc(-c4ccc(C)o4)no3)C2)c1 (stereo not drawn)	1	-0.6	4	-5	2	0	-5	-11	-0.22
CC(C)N1CCC(N2CCN(Cc3ccc(-c4ccc(Cl)cc4)o3)CC2CCO)CC1 (stereo not drawn)	6	1.7	-13	-4	3	4	-2	.	-0.53
c1ccc(-n2nnc3c(N4CCOCC4)ncnc32)cc1	5	-0.8	-9	0	-4	2	1	0	0.22
COC(=O)C1=C2SCC(=O)N2C(N)=C(C#N)C1	5	0.8	-23	2	4	12*	-4	-5	0.31
Cc1oc2nc(SCC(=O)NC3CCCCC3)nc(N)c2c1C	.	-0.8	1[20 µM]	.	4	2	.	.	0.087
COc1ccc(-c2nnnn2C)cc1S(=O)(=O)NCc1ccccc1	6	1.2	-15[20 µM]	-3	5	5	-4	-20	-0.3
Cc1nn(C)c(C(=O)Nc2ccn(Cc3c(F)c(F)cc(F)c3F)n2)c1[N+](=O)[O-]	6	-1.4	-5[20 µM]	0	-2	1	-21	9	-1.4
Cc1cc(C(=O)COC(=O)c2ccncc2)c(C)n1Cc1ccco1	12	0.0	-15	-12	1	2	0	1	.
COc1ccccc1N(CC(=O)NCc1ccccc1)S(C)(=O)=O	13	0.6	-1[20 µM]	0	4	-1	-1	-11	.
Cc1ccc2oc(=O)n(Cc3ccccc3OC(C)C)c2c1	7	0.1	-13	6	4	-1	9	10	.
Cc1cccc(NC(=O)/C=C/c2ccc(Cl)cc2)n1	6	-0.1	-17	-2	-2	3	4	-14	-0.16
CCN(CC)CCC(c1cc(OC)c(OC)c(OC)c1)c1c(O)cc(OC)cc1OC (stereo not drawn)	8	.	-27	2	.	.	1	3	0.021
COc1cccc(-c2cc(C(=O)NCc3cccs3)no2)c1	9	-0.9	-14	1	4	3	2	2	-0.7
Cc1ccc(C)c(OCCCCCn2ccnc2)c1	6	-0.6	-14	-5	0	0	-4	-10	.
CCn1ccc(C(=O)Oc2ccc(C(C)C)cc2)n1	1	0.6	-12[20 µM]	-4	-9	1	-1	1	-0.49
Nc1ccc(C(=O)N(CCO)CCO)cc1	4	1.8	-17	0	7	-2	-2	-1	1.2
CCOc1ccc(N2C(=O)C3C(c4ccc(O)cc4)NC(CCSC)(C(=O)OC)C3C2=O)cc1 (stereo not drawn)	2	0.1	-9	.	5	-4	2	-3	0.016
CC(C)c1nc2oc3c(N(C)CCO)ncnc3c2c2c1CCC2	1	-0.5	0	-4	-1	-1	-5	2	-1
CCOc1ccccc1NC(=O)N1CCCC(c2nc(-c3ccc(C)o3)no2)C1 (stereo not drawn)	7	-0.3	-27	4	1	5	-2	-3	-0.012
O=c1/c(=C/c2ccccn2)sc2n1CN(c1ccccc1)CN=2	4	1.5	-7	-2	7	-2	-8	-6	0.23
O=C(/C=C/c1ccc(N2CCCCC2)c([N+](=O)[O-])c1)c1ccc(O)cc1	5	0.6	-4	0	2	3	1	-1	-0.58
C=C(C)[C@@H]1CCC2(C(=O)O)CC[C@]3(C)[C@H](CC[C@@H]4[C@@]5(C)CCC(=O)C(C)(C)[C@@H]5CC[C@]43C)[C@@H]12 (stereo partly drawn)	5	0.5	-18	0	5	-2	-4	-9	1.9
O=C(c1ccccc1Br)N1CCN(c2ccc([N+](=O)[O-])c(N3CCOCC3)c2)CC1	6	-0.2	-2	3	4	-2	0	0	-0.016
COc1cccc(N2CCN(C(=O)c3ccc(CSc4nc5ccncc5[nH]4)cc3)CC2)c1	12	-0.1	8	0	11	-1	3	-8	-3.1
COc1cc(C(=O)NCC(=O)OCC(=O)Nc2ncc(Cl)cc2Cl)cc(OC)c1OC	5	0.6	-24	-7	-2	-3	-6	-4	-1.8
COC(=O)CNC(=O)Cn1nc(C)c([N+](=O)[O-])c1C	4	-0.1	-26	0	7	9	0	-17	-0.97
CCC(=O)/C(=C(/O)c1ccccc1)c1nc2ccccc2[nH]1	6	-0.6	-14	-9	1	-3	-11	-3	-0.18
Cc1ccc(C(=O)c2oc3ccccc3c2NC(=O)c2cc(-c3cc(C)ccc3O)n[nH]2)cc1	16	0.1	5	9	10	-1	8	10	0.41
COc1ccc(/C=C2\CCc3ccccc3C2=O)cc1Cn1nc(C)c(Br)c1C	.	0.4	-17[20 µM]	.	-6	-1	.	.	.
CCOc1ccc2nc(N(CCN(CC)CC)C(=O)c3ccc([N+](=O)[O-])cc3)sc2c1	0	0.6	-6	-10	4	3	-5	-3	0.62
COc1ccc(/C=N/NC(=O)c2c(-c3ccccc3)noc2C)cc1	14	0.1	-7	0	2	0	9	-8	-0.39
O=C(NNC1CC(=O)N(c2ccccc2)C1=O)c1ccccc1Cl (stereo not drawn)	1	1.6	-17	-5	4	-2	-5	1	0.0092
O=C(Cn1nc(-c2ccc(Cl)cc2)c2ccccc2c1=O)NN1CCOCC1	6	1.4	-29	-1	2	-1	10	3	-1.7
O=S(=O)(Nc1cccc(-c2cn3cccnc3n2)c1)c1ccc(-c2ccccc2)cc1	-5	1.9	-23[20 µM]	0	6	0	5	-4	-1.8
CC1CCN(c2ncnc3ccccc23)CC1	8	-0.1	-17[20 µM]	-1	-5	0	-2	-8	-0.25
Cc1ccc(NC(=O)C(C)OC(=O)c2ccc(NS(=O)(=O)c3ccc(F)c(F)c3)cc2)cc1 (stereo not drawn)	11	0.5	-18	-1	2	-2	12	-6	-0.56
CC(=O)NS(=O)(=O)c1ccc(NC(=O)c2ccccc2F)cc1	9	0.6	-17[20 µM]	2	-1	6	-7	-6	0.63
O=C(NNC(=O)c1ccccc1[N+](=O)[O-])c1ccccn1	11	0.5	-8	5	-5	7	7	9	0.96
O=C(C(Cl)Cl)N1CCN(c2ccccn2)CC1	22	-0.8	8	21	0	0	17	-6	0.81
c1ccc(CC2CCN(Cc3ccccn3)CC2)cc1	8	0.9	-34	-4	1	1	-1	-8	.
CCC(C)NC(=O)C1c2ccccc2C(=O)N1Cc1cc(OC)ccc1OC (stereo not drawn)	12	-0.7	-22	3	1	3	4	-7	-3.1
COc1ccc(NC(=S)N2CCN(C(c3ccccc3)c3ccccc3)CC2)c(OC)c1	7	-1.3	-6	-5	-3	-1	3	11	-0.31

Arranged by count of non-hydrogen atoms (low to high): some entries from above.
molecule	FXIIa inh 1536	PERK inh	Furin inhibitor	Thrombin inh	p97 inhibitor	Wee1 degr inh	FXIa inh 1536	KLK5 inh	Cl transport mod
CC(C)c1nc2oc3c(N(C)CCO)ncnc3c2c2c1CCC2	1	-0.5	0	-4	-1	-1	-5	2	-1
COc1ccc(/C=N/NC(=O)c2c(-c3ccccc3)noc2C)cc1	14	0.1	-7	0	2	0	9	-8	-0.39
Cc1ccc(C(=O)c2oc3ccccc3c2NC(=O)c2cc(-c3cc(C)ccc3O)n[nH]2)cc1	16	0.1	5	9	10	-1	8	10	0.41

Another view of part of the listing above.
Every second line gives: FXIIa inh 1536, PERK inh, Furin inhibitor, Thrombin inh, p97 inhibitor, Wee1 degr inh, FXIa inh 1536, KLK5 inh, Cl transport mod
O=S(=O)(Nc1cccc(-c2cn3cccnc3n2)c1)c1ccc(-c2ccccc2)cc1
→ -5, 1.9, -23[20 µM], 0, 6, 0, 5, -4, -1.8
CC1CCN(c2ncnc3ccccc23)CC1
→ 8, -0.1, -17[20 µM], -1, -5, 0, -2, -8, -0.25
Cc1ccc(NC(=O)C(C)OC(=O)c2ccc(NS(=O)(=O)c3ccc(F)c(F)c3)cc2)cc1 (stereo not drawn)
→ 11, 0.5, -18, -1, 2, -2, 12, -6, -0.56
CC(=O)NS(=O)(=O)c1ccc(NC(=O)c2ccccc2F)cc1
→ 9, 0.6, -17[20 µM], 2, -1, 6, -7, -6, 0.63
O=C(NNC(=O)c1ccccc1[N+](=O)[O-])c1ccccn1
→ 11, 0.5, -8, 5, -5, 7, 7, 9, 0.96
O=C(C(Cl)Cl)N1CCN(c2ccccn2)CC1
→ 22, -0.8, 8, 21, 0, 0, 17, -6, 0.81
c1ccc(CC2CCN(Cc3ccccn3)CC2)cc1
→ 8, 0.9, -34, -4, 1, 1, -1, -8, .

Next part
molecule	FXIIa inh 1536	PERK inh	Furin inhibitor	Thrombin inh	p97 inhibitor	Wee1 degr inh	FXIa inh 1536	KLK5 inh	Cl transport mod
CCOc1ccccc1NC(=O)C1CCCN(S(=O)(=O)c2c(C)[nH]c(=O)[nH]c2=O)C1 (stereo not drawn)	1	0.2	-8[20 µM]	-5	-6	-1	-6	-4	0.55
FC(F)Sc1ccc(NC(=S)NC2CCCCC2)cc1	6	-0.1	-13[20 µM]	4	-1	5	2	-5	0.74
CN(Cc1cnn(C)c1)C(=O)c1ccc(OC2CCN(CCc3ccccc3)CC2)cc1	15	-0.2	-13	-12	-3	4	19	3	.
Cc1ccc(-n2c(O)c(/C=N/c3ncn[nH]3)c3ccccc3c2=O)cc1	8	1.9	-35	3	3	0	3	4	0.074

Three of the compounds above, with the structure last.
FXIIa inh 1536 | PERK inh | Furin inhibitor | Thrombin inh | p97 inhibitor | Wee1 degr inh | FXIa inh 1536 | KLK5 inh | Cl transport mod | mol
12 | -0.7 | -22 | 3 | 1 | 3 | 4 | -7 | -3.1 | CCC(C)NC(=O)C1c2ccccc2C(=O)N1Cc1cc(OC)ccc1OC (stereo not drawn)
1 | 0.6 | -12[20 µM] | -4 | -9 | 1 | -1 | 1 | -0.49 | CCn1ccc(C(=O)Oc2ccc(C(C)C)cc2)n1
6 | -1.4 | -5[20 µM] | 0 | -2 | 1 | -21 | 9 | -1.4 | Cc1nn(C)c(C(=O)Nc2ccn(Cc3c(F)c(F)cc(F)c3F)n2)c1[N+](=O)[O-]

Rows are unselected; about 4.4% have a hit in one of these screens.
